# POLB inh – qHTS Assay for Inhibitors of DNA Polymerase Beta. Pol beta primer extension/strand displacement, fluorescence kinetic. P06746. AID 485314, 2010. hit rate 1.3% among 340,000. Potency, µM (doses to about 114 µM), inactives show at the highest dose activity change, negative = inhibition, most hits filed as inhibitors; note: potency is the fitted concentration of half-maximal effect; % is set by controls: 0 for no effect and ±100 for the full control effect
#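 Enzyme-only controls used 10 nM Pol beta; buffer lacking enzyme served as negative control. Compound preincubated 15 min, then 50 nM substrate added; 0 and 10 min reads at room temperature.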
# Pol eta inh – qHTS for Inhibitors of Polymerase Eta | DNA polymerase eta (Homo sapiens), Q9Y253 | Potency, µM (series often up to 114 µM), for the others: top-dose activity change, negative = inhibition, usual class: inhibitors | AID 588591, 2011 | recombinant Pol eta, fluorescent DNA replication assay | hit rate 1.2% among 390,000; note: potency is the fitted concentration of half-maximal effect; % is set by controls: 0 for no effect and ±100 for the full control effect
# Target sequence (Q9Y253 whole entry, looked up): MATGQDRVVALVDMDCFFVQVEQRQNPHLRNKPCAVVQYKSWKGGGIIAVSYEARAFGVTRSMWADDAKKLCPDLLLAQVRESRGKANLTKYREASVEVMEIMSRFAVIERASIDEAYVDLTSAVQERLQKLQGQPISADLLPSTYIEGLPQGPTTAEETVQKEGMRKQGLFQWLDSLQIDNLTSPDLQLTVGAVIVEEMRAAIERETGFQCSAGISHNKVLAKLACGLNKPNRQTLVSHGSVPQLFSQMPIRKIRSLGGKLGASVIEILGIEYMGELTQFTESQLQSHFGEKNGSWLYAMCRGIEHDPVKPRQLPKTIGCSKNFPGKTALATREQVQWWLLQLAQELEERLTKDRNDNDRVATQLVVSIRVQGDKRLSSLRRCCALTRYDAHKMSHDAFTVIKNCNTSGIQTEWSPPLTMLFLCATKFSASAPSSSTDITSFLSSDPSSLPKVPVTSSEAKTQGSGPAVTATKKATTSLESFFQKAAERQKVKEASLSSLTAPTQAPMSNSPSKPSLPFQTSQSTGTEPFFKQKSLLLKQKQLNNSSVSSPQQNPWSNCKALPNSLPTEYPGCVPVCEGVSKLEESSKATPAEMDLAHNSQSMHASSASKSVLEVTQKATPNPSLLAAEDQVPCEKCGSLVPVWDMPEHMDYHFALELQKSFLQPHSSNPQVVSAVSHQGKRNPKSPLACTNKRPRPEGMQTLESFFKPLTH
#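 Pol eta (10 nM) was preincubated with compounds for 15 min at room temperature, after which fluorescent replication substrate (50 nM final) was added to start the reaction. Fluorescence was read kinetically at 0 and 10 min.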
# APEX1 inh – qHTS Assay for Inhibitors of the Human Apurinic/apyrimidinic Endonuclease 1 (APE1); AID 2517, 2012; hit rate 0.35% among 350,000; Potency, µM (top dose mostly 65.8 µM), for the others: top-dose activity change, negative = inhibition, most hits filed as inhibitors; DNA repair nuclease/redox regulator APEX1 (Homo sapiens), P27695; recombinant APE1, TAMRA/BHQ-2 abasic DNA cleavage fluorescence;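 note: potency is the fitted concentration of half-maximal effect; plate controls were vehicle for no effect and reference inhibitor for full effect; nearly all actives have a fitted effect of over 55% in size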
#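 APE1 at 0.75 nM final was preincubated with compound 15 min at room temperature, then 50 nM double-stranded THF abasic-site substrate (5'-TAMRA/3'-BHQ-2) was added. Fluorescence (ex 525/em 598 nm) was read kinetically; third-minus-first read gave activity.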
# ERG-DNA inh – qHTS for Small Molecule Inhibitors of the ERG Ets/DNA interaction; fluorescence polarization, His-ERG Ets domain / labelled DNA; Transcriptional regulator ERG (Homo sapiens), P11308; AID 624246, 2012; Potency, µM (series often up to 76.9 µM), inactives show at the top dose FP activity, negative = inhibition, most hits filed as inhibitors; hit rate 0.028% among 370,000; active = well fitted inhibition curve with a large enough effect in the polarisation, with a control signal flat; inconclusive = small, poorly fitted or top-dose-only effect, or effect the other way, or a change in a side signal; inactive = no such curve, though single readings can be large or run the other way; the % refers to the polarisation;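 note: polarization taken with two DNA probes labelled with fluorescein and Texas red; potency is the fitted concentration of half-maximal effect; % of control where 0% means no effect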
#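 His-tagged ERG Ets domain (1 uM in the protein solution; 300mM KCl, 50mM Tris-HCl, 1mM EDTA, 1mM DTT, pH 7.5) received compound, then a probe mix of 5 nM fluorescein-DNA and 100nM Texas-615-DNA. Fluorescence polarization was read for both dyes.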
# LDHA inh – qHTS assay for inhibitors of human lactate dehydrogenase. purified LDHA, NADH/diaphorase-resazurin fluorescence; active compounds read low. activity change, % (values are at about 110 or 230 µM). hit rate 0.15% among 480,000. AID 1347041, 2019; in the data active = activity change below about -30%; inconclusive = mostly about -25% to -30%;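 note: plate controls were DMSO wells for no effect and wells without enzyme for full effect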
#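 Human LDH5 (2 nM) was incubated with 0.06 mM NADH and 0.2 mM pyruvate for 5 min at room temperature in Tris pH 7.4. Remaining NADH was coupled through diaphorase/resazurin, and resorufin fluorescence was read at 0 and 20 min.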
# Apoferritin bind – qHTS Assay for Identification of Novel General Anesthetics; apoferritin/1-aminoanthracene competitive binding, fluorescence; Potency, µM (series often up to 77.5 µM), for inactives: top-dose activity change, negative = displacement, hits mostly inhibitors; hit rate 0.074% among 350,000; AID 485281, 2010; note: potency is the fitted concentration of half-maximal effect; % is set by controls: 0 for no effect and ±100 for the full control effect; nearly all actives have a fitted effect of over 20% in size
# Target sequence (P02791 2-175 limits assumed): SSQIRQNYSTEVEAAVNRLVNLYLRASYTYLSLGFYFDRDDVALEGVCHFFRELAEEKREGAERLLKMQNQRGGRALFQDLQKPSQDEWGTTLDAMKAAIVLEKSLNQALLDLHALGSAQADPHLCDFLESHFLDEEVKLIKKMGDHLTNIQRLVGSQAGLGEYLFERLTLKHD
#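 Horse-spleen apoferritin (10 uM) was mixed with 50% saturated 1-aminoanthracene in PBS, exposed to compounds for 10 min at room temperature, and read for fluorescence (ex 380 nm, em 535 nm). Competitive displacement was fitted with a four-parameter Hill equation.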
# RGS4 inh – Inhibitors of Regulator of G Protein Signaling (RGS) 4: qHTS; AID 504845, 2011; Transcreener GDP fluorescence polarization, RGS4-accelerated GTP hydrolysis; hit rate 0.039% among 390,000; Potency, µM (titrated, usually from 114 µM), for inactives: top-dose activity change, negative = inhibition, usual class: inhibitors; Regulator of G-protein signaling 4 (Homo sapiens), P49798; note: potency is the fitted concentration of half-maximal effect; % is set by controls: 0 for no effect and ±100 for the full control effect; nearly all actives have a fitted effect of over 75% in size; some results filed as inactive show a strong effect at the top dose
# Target sequence (P49798 whole entry, looked up): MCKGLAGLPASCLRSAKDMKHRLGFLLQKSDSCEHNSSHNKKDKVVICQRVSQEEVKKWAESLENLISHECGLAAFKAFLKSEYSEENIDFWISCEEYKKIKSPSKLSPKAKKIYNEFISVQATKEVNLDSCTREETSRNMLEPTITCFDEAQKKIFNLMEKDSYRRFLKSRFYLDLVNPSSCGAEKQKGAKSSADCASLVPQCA
#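 MLSMR compounds (23 nl, pin-transferred) preincubated 10 min at room temperature with a 500nM (2x) first reagent, then RGS4 at 900nM (2x) plus Transcreener GDP mix added; fluorescence polarization (620/688 nm) read before and after 90 min at 30 °C.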
# ALOX12 inh – Primary qHTS assay for inhibitors of human arachidonate 12S-lipoxygenase (ALOX12): Round 2 | Polyunsaturated fatty acid lipoxygenase ALOX12 (Homo sapiens), P18054 | purified 12hLO, xylenol orange hydroperoxide absorbance | Potency, µM (doses to about 108 µM), for the others: top-dose activity change, negative = inhibition, most hits filed as inhibitors | hit rate 1.1% among 580,000 | AID 1671190, 2021; note: potency is the fitted concentration of half-maximal effect; % is set by controls: 0 for no effect and ±100 for the full control effect
#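 Purified human 12hLO at 150 nM in 25 mM Hepes, 0.01% Triton X-100, pH 7.0, preincubated 15 min at room temperature with compound. Reaction started with 40 uM arachidonic acid, 30 min at room temperature. Hydroperoxide measured by Fe-xylenol orange, 573/405 nm absorbance ratio.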
# POLK inh – qHTS for Inhibitors of Polymerase Kappa; hit rate 0.53% among 400,000; Potency, µM (titrated, usually from 107 µM), for the others: at the top dose activity, negative = inhibition, actives largely listed as inhibitors; purified Pol kappa, fluorescent DNA synthesis assay, 10 min; DNA polymerase kappa (Homo sapiens), Q9UBT6; AID 588579, 2011; note: potency is the fitted concentration of half-maximal effect; % is set by controls: 0 for no effect and ±100 for the full control effect
#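 10 nM Pol kappa preincubated 15 min at room temperature with compounds, then reaction started with substrate at 50 nM final. Fluorescence read kinetically at 0 and 10 min; buffer-only wells served as negative control.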
# Starred values were filed as active, the others as inactive; ? = inconclusive; / = no result given; & = joins results of further samples; [ ] = dose if it differs, or a comment. Unless noted, calls come from the whole dose curve; as a rule, active = well fitted curve in the direction sought with a large enough effect; inconclusive = small, poorly fitted or top-dose-only effect, or another doubt; inactive = no such curve, though single readings can be large; an effect the other way counts as inactive or inconclusive.
# Every second line gives: POLB inh | Pol eta inh | APEX1 inh | ERG-DNA inh | LDHA inh | Apoferritin bind | RGS4 inh | ALOX12 inh | POLK inh
> COc1cc(-c2nc(-c3ccc(NC(=O)c4ccc(Br)o4)cc3)no2)cc(OC)c1OC
 : -28% | ? | 1% | -6% | -4 | -14% | ? | -21% | -10%
> CC(C)(C)C1CCc2[nH]nc(C(=O)O)c2C1 (stereo not given)
 : 4% | -2% | 0% | 8% | -10 | -15% | ? | ? | -8%
> O=C1c2ccccc2NC(c2ccc(F)cc2)N1Cc1ccccc1 (stereo not given)
 : 40% | -11% | 13% | 3% | -2 | 27% | -32% | 0% | -11%
> CCOC(=O)c1sc(N(Cc2ccccc2)C(=O)COC(=O)c2cnccn2)nc1C
 : -7% | -24% | -8% | -14% | -7 | -16% | -6% | 2% | 0%
> Oc1ccc(-c2csc(-c3cccnc3)n2)cc1O
 : ? | 25µM* | 16µM* | 13% | 31 | -10% | -19% | 10% | 32µM*
> CC(/C=N/n1c(-c2ccco2)n[nH]c1=S)=C\c1ccccc1
 : 37% | -17% | 2% | -1% | -8 | 6% | -35% | ? | -7%
> CC1C(=O)C(C)C(c2ccco2)NC1c1ccco1 (stereo not given)
 : 9% | 2% | -4% | / | -1 | ? | 10% | -9% | 0%
> COc1ccc(NC(=O)CSc2nc(=O)n(CCN(C)C)c3c2CCCC3)cc1OC
 : / | -10% | -13% | -6% | -3 | / | 6% | 17% | -14%
> O=C(Nc1c(Cl)ccc2nsnc12)c1ccc([N+](=O)[O-])o1
 : 1% | ? | -14% | 0% | 5 | -13% | -27% | 35%[activator] | 14%
> COc1cc(S(=O)(=O)N(Cc2ccccc2)Cc2ccccn2)ccc1-n1cnnn1
 : 1% | -9% | 0% | / | -12 | -5% | 4% | -20% | -6%[60.1 µM]
> N#Cc1ccc(S(=O)(=O)N2CCC(Oc3cccc(C(F)(F)F)c3)CC2)cc1
 : -29% | -9% | / | -2% | -3 | -4% | 15% | -1% | -19%
> Cc1ccc(S(=O)(=O)n2cnc3cc([N+](=O)[O-])ccc32)c(C)c1C
 : 38% | 10% | 14% | -13% | -8 | -4% | 9% | -3% | -1%
> CC(C)(O[C@@H]1O[C@H](CO)[C@@H](O)[C@H](O)[C@H]1O)[C@H]1Cc2cc3ccc(=O)oc3cc2O1
 : 0% | -12% | 2% | 12% | -3 | -4% | -6% | -1% | 7%
> CCN1CCN(Cc2nc3c(c(=O)n(C)c(=O)n3C)n2CC(=O)c2ccccc2)CC1
 : 1% | 1% | -3% | -1% | 0 | 1% | 6% | 3% | -6%
> O=C(CC1SC2=NCCN2C1=O)Nc1ccc(Br)cc1 (stereo not given)
 : -6% | 7% | 10% | -1% | -3 | -6% | -9% | 3% | -7%

# Every second line gives: POLB inh | Pol eta inh | APEX1 inh | ERG-DNA inh | LDHA inh | Apoferritin bind | RGS4 inh | ALOX12 inh | POLK inh
> CC1CCc2noc(NC(=O)c3ccccc3[N+](=O)[O-])c2C1 (stereo not given)
 : -1% | -10% | / | -1% | -2 | -17% | 1% | -21% | -32%
> NC(=O)C1Cc2ccccc2CN1C(=O)c1cccc(Oc2ccccc2)c1 (stereo not given)
 : 23% | -17% | -2% | 10% | -4 | -13% | 2% | -19% | 1%
> CSc1nnc(C2CCCN2)n1C (stereo not given)
 : 6% | 5% | -7% | -12% | 3 | -12% | -7% | -20% | 3%
> COCCNC(=O)CSc1nc2ccccc2c(=O)n1CCCC(=O)NCc1ccccc1
 : 7% | -5% | -3% | -2% | 3 | -5% | -14% | -11% | -5%
> COc1ccc(NC(=O)CCC(=O)OCc2ccc([N+](=O)[O-])cc2)cc1
 : 0% | 4% | 1% | 11% | -1 | -5% | 23%[11.4 µM] | 0% | -10%
> COc1cc(OC)cc(C(=O)NC2CCSC2=O)c1 (stereo not given)
 : -14% | 10% | 3% | -4% | 0 | -10% | -11% | -24% | -14%
> O=C(CC1CCCC1)Nc1cc(C(F)(F)F)ccc1-n1cncn1
 : / | -10% | 32% | 0% | -3 | / | 5% | -26% | 8%
> O=C1C(Cl)=C(NC2CCCCC2)C(=O)N1c1ccc(Cl)cc1
 : 5% | -15% | 1% | -4% | -4 | 6% | 9% | -22% | 0%
> Cc1occc1-c1nnc(SCC(=O)NC(=O)NC(C)C)n1N
 : 2% | 2% | -4% | 0% | -8 | -17% | 13% | 0% | -4%
> O=C(CN1C(=O)COc2ccc(S(=O)(=O)N3CCOCC3)cc21)NCc1ccccn1
 : -19% | 0% | -3% | 4% | -3 | 7% | 19% | 14% | -3%
> O=C(N/N=C/c1ccccn1)c1cc(-c2ccc3ccccc3c2)n[nH]1
 : 20µM* | ? | -2% | -2% | -34* | ? | ? | -19% | -25%
> COc1ccccc1CNC(=O)CCn1c(=O)c2ccccc2n(CC(=O)Nc2ccc(C)cc2C)c1=O
 : -3% | -6% | / | 2% | 0 | 0% | -7% | -15% | 0%
> O=C(CSc1ccc(F)cc1)Nc1ccc(N2CCOCC2)cc1
 : 24% | -5% | 32% | 14% | 2 | -10% | 13% | -19% | -11%
> O=C(C1CCN(S(=O)(=O)N2CCOCC2)CC1)N1CCc2ccccc21
 : 4% | -9% | 0% | -5% | -1 | -2% | -19% | 18% | 1%
> CCOC(=O)C1CCN(C(=O)N(CC)CC)CC1
 : 14% | -11% | -2% | 6% | -3 | -4% | -3% | 0% | -4%

# Pulled one by one from the list above:
# Every second line gives: POLB inh | Pol eta inh | APEX1 inh | ERG-DNA inh | LDHA inh | Apoferritin bind | RGS4 inh | ALOX12 inh | POLK inh
> O=C(C1CCN(S(=O)(=O)N2CCOCC2)CC1)N1CCc2ccccc21
 : 4% | -9% | 0% | -5% | -1 | -2% | -19% | 18% | 1%
> CC1CCc2noc(NC(=O)c3ccccc3[N+](=O)[O-])c2C1 (stereo not given)
 : -1% | -10% | / | -1% | -2 | -17% | 1% | -21% | -32%
> O=C(CC1CCCC1)Nc1cc(C(F)(F)F)ccc1-n1cncn1
 : / | -10% | 32% | 0% | -3 | / | 5% | -26% | 8%
> O=C(CN1C(=O)COc2ccc(S(=O)(=O)N3CCOCC3)cc21)NCc1ccccn1
 : -19% | 0% | -3% | 4% | -3 | 7% | 19% | 14% | -3%

# Later entries
# Every second line gives: POLB inh | Pol eta inh | APEX1 inh | ERG-DNA inh | LDHA inh | Apoferritin bind | RGS4 inh | ALOX12 inh | POLK inh
> COCCCNC(=O)CCc1nnc2ccc(N3CCC(C)CC3)nn12
 : 60% | 10% | 9% | -14% | -10 | -3% | -13% | 24% | -5%
> S=C(NCCCN1CCOCC1)Nc1ccc(N2CCOCC2)cc1
 : 8% | -15% | 6% | 7% | -4 | 2% | -21% | -8% | 14%
> COc1ccc(-c2nc3ccccc3o2)cc1NC(=O)C(C)Oc1ccc(Cl)cc1Cl (stereo not given)
 : 11% | -11% | / | 4% | 2 | 29% | -5% | -18% | 7%
> CCCCC[C@H]1CN(CCCC)C(=O)[C@@H]1CC(=O)NCc1ccccc1
 : 10% | -21% | 33% | 1% | -1 | -20% | 13% | -6% | 2%
> O=C(NC1CC(=O)N(c2ccc(Cl)cc2)C1)C1CCCCC1 (stereo not given)
 : 6% | 1% | / | 1% | -5 | 0% | -39% | -7% | -4%[60.1 µM]
> COC(=O)C1CC(=O)c2ccsc2C1 (stereo not given)
 : 15% | -19% | 7% | 1% | -3 | -5% | -1% | -4% | 0%
> Cc1ccc(-c2noc(CN3CCN(Cc4ccccc4)CC3)n2)cc1
 : 1% | -16% | 0% | -6% | 2 | 1% | -8% | -21% | -16%
> CCN1C(=O)N[C@H](c2ccc(Br)cc2)C(C(C)=O)=C1C
 : 5% | -1% | 2%&4% | 12% | 1 | -12% | -22% | -16% | -1%
> Cc1cccc(Nc2cc(C)nc3nc(-c4ccccc4)nn23)c1
 : 8% | -6% | / | -7% | -5 | 36%[activator] | 11% | -10% | -16%
> COC(=O)c1ccc(/C=C/C(=O)c2ccc(OC)cc2)cc1
 : 14% | 2% | -5% | -5% | -4 | -11% | -2% | 12% | -9%
> CC(=O)NCc1ccc(C(=O)CCl)s1
 : 1% | -10% | -7% | -5% | 2 | 0% | -40% | ? | -1%
> O=C(/C=C/c1ccc2c(c1)OCO2)c1ccc(O)cc1O
 : / | -25% | / | 14% | 2 | / | -26% | ? | -2%
> CC#CC[N+](C)(C)CCCCCCCC
 : -24% | -6% | -4% | -11% | 0&-1 | -5% | 7% | 4% | -1%
> COc1ccc(NC(=O)c2sccc2SCC#N)cc1
 : -8% | 3% | 0% | 4% | -5 | -14% | -14% | ? | -16%

# Compound activity deposited in PubChem by National Center for Advancing Translational Sciences (NCATS).

# Not all compounds are listed. The share of hits here may be higher or lower than overall.
